DENV2 CPE rescue: DENV2-induced cell death inhibition; DENV2-infected cells, cytopathic effect rescue, plate reader; CPE inhibition, % at 9.99 µM; 350,000 compounds, 1.7% hits; in the data active means CPE inhibition above about 20%, passing the limit was not always enough; inconclusive means no clear call, values can overlap the other calls; tested in BHK-21 cells;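 further: 0% = median of neutral control wells and 100% = median of positive control wells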
PAX8 inh HTS: PAX8 transcriptional activity inhibition; RMG-I TPO-luciferase reporter, SteadyGlo, 24 h; inhibition, % at 12.6 µM; 360,000 compounds, 1.2% hits;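 active means mean replicate inhibition at least 60% with every replicate also reaching 60%; inconclusive means only one of the two criteria is met; inactive means mean below 60% and not all replicates reaching 60%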;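 further: luciferase light reporting Pax8 driven TPO promoter activity; plate controls were median of neutral control wells for no effect and mitoxantrone controls for full effect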
EWS-Fli block: inhibitors of EWS/Fli oncoprotein transcriptional activity. 350,000 compounds, 0.67% hits. A673 NR0B1-luciferase reporter, viability-normalised. AID 651661. inhibition, % at 12.6 µM;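 active means mean inhibition of at least 50% after viability correction, with every replicate also passing that limit; inconclusive means mean reaches 50% but only one of two replicates passes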;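 further: firefly luciferase signal divided by Alamar Blue viability fluorescence both relative to DMSO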
LGR2 antag: inhibitors of bursicon-induced Drosophila LGR2 receptor cAMP signaling | 380,000 compounds, 0.35% hits | HEK293 LGR2, CRE-luciferase, bursicon-stimulated, 4 h | inhibition, % at 9.99 µM | AID 720647;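 active means drop in luminescence signal, shown as inhibition above about 50% in the replicate tests, limit read from the data, passing the limit was not always enough; inconclusive means probably only some replicates passing the limit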;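 further: agonist challenge used bursicon conditioned medium at about half maximal strength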
Casp6 inh: inhibitors of human caspase-6 | purified caspase-6, Z-VEID-R110 cleavage fluorescence | inhibition, % at 12.5 µM | 350,000 compounds, 0.53% hits;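 active means mean inhibition across replicates at least about 35%, with every replicate also reaching that limit, limit read from the data; inconclusive means only one of the two criteria met; inactive means neither criterion met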;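 further: 0% = median of neutral control wells and 100% = no fluorescence left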
Target sequence (P55212 24-179 limits assumed): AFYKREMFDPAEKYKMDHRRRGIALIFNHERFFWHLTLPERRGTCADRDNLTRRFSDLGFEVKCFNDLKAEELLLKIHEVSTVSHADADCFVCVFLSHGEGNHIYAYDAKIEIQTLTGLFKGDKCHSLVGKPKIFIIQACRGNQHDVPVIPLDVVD
Target sequence (P55212 194-293 limits assumed): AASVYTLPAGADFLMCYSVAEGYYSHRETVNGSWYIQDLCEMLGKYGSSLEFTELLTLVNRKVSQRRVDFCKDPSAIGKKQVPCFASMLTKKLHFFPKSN
SIRT5 inh: blocks human SIRT5 desuccinylation of peptide | Q9NXA8 | Purified SirT5, succinyl-peptide AMC, trypsin-coupled fluorescence | inhibition, % at 15 µM | 330,000 compounds, 1.1% hits; in the data active means inhibition above about 15%; inconclusive means no clear call, values can overlap the other calls
Target sequence (Q9NXA8 whole entry, looked up): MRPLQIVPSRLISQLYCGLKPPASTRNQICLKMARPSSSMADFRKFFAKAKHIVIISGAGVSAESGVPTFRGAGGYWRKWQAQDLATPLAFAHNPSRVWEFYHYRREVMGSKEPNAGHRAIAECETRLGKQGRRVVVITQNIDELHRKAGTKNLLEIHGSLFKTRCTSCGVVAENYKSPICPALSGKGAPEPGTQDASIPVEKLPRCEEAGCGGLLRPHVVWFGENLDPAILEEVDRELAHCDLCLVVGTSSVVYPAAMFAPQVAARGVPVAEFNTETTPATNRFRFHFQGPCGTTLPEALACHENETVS
ARNT-TACC3 inh: ARNT/TACC3 interaction disruption | Q9Y6A5 | AlphaScreen His-ARNT PAS-B/GST-TACC3 binding, luminescence; TACC3 fragment carries E629A point mutation | inhibition, % at 9.99 µM | 390,000 compounds, 0.66% hits | AID 623870;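 active means mean inhibition of replicates at least 50% and at least half of replicates each reaching 50%; inconclusive means half or more replicates reach 50% but mean below 50%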;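 further: 0% = complete ARNT plus TACC3 wells and 100% = ARNT alone without TACC3; many hits fall short of the cut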
* marks the source's active call; other numbers are inactive results; ? = inconclusive; / = not tested or not shown; & = joins results of further samples. Rows are unselected. About 4.9% of those tested had a hit in this group.

SMILES	DENV2 CPE rescue	PAX8 inh HTS	EWS-Fli block	LGR2 antag	Casp6 inh	SIRT5 inh	ARNT-TACC3 inh
CC(C)CC#Cc1cnc2c(c1)C(=O)N([C@@H](C)CO)C[C@@H](C)[C@@H](CN(C)C(=O)CN1CCOCC1)O2	-6	/	1	-1	-2	-2	-9
COc1ccc(NC(=O)Nc2ccc3nc([C@@H]4O[C@H](CO)[C@@H](O)[C@H](O)[C@H]4O)[nH]c3c2)cc1OC1CCCC1	1	-21	1	8	0	/	/
CCC(=O)N[C@@H]1CC[C@@H](CC(=O)NCC2CC2)O[C@H]1CO	-10	/	-5	-12	2	-3	/
CCOc1ncnc2c1sc1nc(C)cc(C)c12	-2	3	-29	-3	-2	2	-14
O=C(Nc1cccc(Cl)c1)Nc1nnc([C@@H]2C[C@H](O)[C@@H](CO)O2)s1	-11	-168	-105	-27	0	-3	/
Cc1c2c(nc3ccccc13)CCC(C(C)(C)C)C2 (stereo unspecified)	2	-19	-16	/	-1	-5	10
COc1ccc(N2CCN(C(=O)Cc3csc(NC(=O)Nc4ccccc4OC)n3)CC2)cc1	4	32	5	-5	-2	3	22
Cc1ccccc1OCCOc1ccc([N+](=O)[O-])cc1/C=N/n1cnnc1	-8	-20	-14	4	2	8	-5
COC(=O)[C@@]12CCCCN1[C@H](c1ccc(-c3ccc(OC)cc3)c(OC)c1)[C@@H]1C(=O)N(C)C(=O)[C@@H]12	-9	25	-11	2	-2	/	-4
Cc1cccn2c(=O)c(/C=C(\C#N)S(=O)(=O)c3ccccc3)c(N3CCN(c4ccccc4)CC3)nc12	2	14	12	2	-1	-3	6
CCCC(=O)Nc1ccc(S(=O)(=O)N2CCOCC2)cc1	-3	/	5	-5	-2	-2	-3
CSc1ncc(CN2CCCC(C(=O)c3ccc(C(C)(C)C)cc3)C2)cn1 (stereo unspecified)	-1	-10	-31	-42	-2	-1	/
O=C(C[C@@H]1C=C[C@H](NC(=O)c2ccccc2)[C@H](CO)O1)NCc1ccc(Oc2ccccc2)cc1	3	26	5	-12	4	-1	-2
COc1ccc(CC(=O)NCCc2cnc[nH]2)cc1	1	7	10	-2	-1	2	/
Cc1ccc(NC(=O)C2CCCN(S(=O)(=O)c3ccc(-n4cnnn4)cc3)C2)cc1 (stereo unspecified)	-1	-3	4	8	-1	/	-6
O=C(CSc1nnc(-c2ccncc2)n1-c1ccc(Cl)cc1)Nc1ccc(C(=O)O)cc1	3	-10	-6	-4	1	-1	9
O=C(COC(=O)CNC(=O)c1cccc(Br)c1)Nc1nnc(-c2ccccc2)o1	-7	-9	5	-8	3	0	5
O=C(O)COc1ccccc1/C=C1\SC(=S)N(c2cccnc2)C1=O	7	-2	7	33	29	5	/
O=C(O)c1ccc(/C=N\Nc2ccccn2)cc1	1	-58	-41	-26	4	2	22
CCC(=O)N(C)C[C@@H]1Oc2ncc(C#Cc3ccccc3)cc2C(=O)N([C@@H](C)CO)C[C@@H]1C	14	/	-18	13	-1	-2	7

Only LGR2 antag, for 2 of the compounds above:
molecule	LGR2 antag
COC(=O)[C@@]12CCCCN1[C@H](c1ccc(-c3ccc(OC)cc3)c(OC)c1)[C@@H]1C(=O)N(C)C(=O)[C@@H]12	2
O=C(Nc1cccc(Cl)c1)Nc1nnc([C@@H]2C[C@H](O)[C@@H](CO)O2)s1	-27

The list continues.
SMILES	DENV2 CPE rescue	PAX8 inh HTS	EWS-Fli block	LGR2 antag	Casp6 inh	SIRT5 inh	ARNT-TACC3 inh
C[C@H]1CN([C@@H](C)CO)C(=O)c2cc(NC(=O)C3CCCCC3)ccc2O[C@H]1CN(C)S(=O)(=O)c1cn(C)cn1	-2	/	-2	3	0	-5	-5
O=S(=O)(Cc1ccccc1)N1CCN(Cc2ccc(F)cc2Cl)CC1	1	6	/	-18	-3	-2	0
O=C(C[C@@H]1C=C[C@@H](NC(=O)C2CCC2)[C@H](CO)O1)NCCCN1CCOCC1	15	-12	-7	-3	-11	1	-4
C=CCn1c(Oc2cc(C)ccc2C)nc2c1c(=O)n(C)c(=O)n2C	-2	/	2	24	0	0	12
COc1ccc(Cn2c(-c3ccccc3)nc3c(c(=O)c4ccccc4n3C)c2=O)cc1	/	27	/	3	/	/	1
Cc1ccc(CNC(=O)CCS(=O)(=O)c2ccc3c(c2)CC(C)N3C(=O)C2CC2)cc1 (stereo unspecified)	7	39	/	2	6	-2	-6
CC(C)(C)C1CCc2c(sc3c2C(=O)NC(c2ccco2)N3)C1 (stereo unspecified)	/	/	-65	-67	3	-1	9
CCCC(O)C#Cc1cnc2c(c1)C(=O)N([C@H](C)CO)C[C@H](C)[C@H](CN(C)Cc1ccccc1)O2 (stereo partly specified)	-7	3	2	-6	0	0	-10
O=C(NCCC(=O)N(CCc1ccccc1)Cc1ccccc1)c1ccc(Br)cc1	6	8	2	2	1	-3	-3
CNC[C@@H]1OCCCC[C@@H](C)Oc2ccc(NS(=O)(=O)c3ccc(F)cc3)cc2C(=O)N([C@H](C)CO)C[C@H]1C	1	-2	2	3	-3	-4	2
Cc1nc2nc(SCC(=O)O)nn2c(C)c1Cc1c(F)cccc1Cl	3	-1	-2	28	2	1	-39
CCCCN(C(=O)c1c(CC)noc1C)c1c(N)n(CCC)c(=O)[nH]c1=O	-12	-1	-6	4	1	-3	-1
O=C(c1cnn(C(=O)c2ccccc2)c1)c1ccccc1O	/	4	/	15	/	/	-6
C/C=C/c1ccc(OCC(=O)N(CCOC)c2c(N)n(CCCC)c(=O)[nH]c2=O)c(OC)c1	-5	-23	-1	6	2	-2	0
CCc1nnc(NC(=O)C(CC)c2ccccc2)s1 (stereo unspecified)	/	1	/	13	/	/	-1
Cc1ccc(C(=O)CC2SC(N)=NC2=O)cc1 (stereo unspecified)	2	/	12	1	-3	0	-6
O=C(NCc1ccccc1F)C(=O)NCC1CCCN1S(=O)(=O)c1cccs1 (stereo unspecified)	10	5	6	-1	-2	1	1
C[C@@H]1CN([C@H](C)CO)C(=O)c2cc(-c3ccc(C(=O)N(C)C)cc3)cnc2O[C@@H]1CN(C)C(=O)c1cccnc1	-2&20&34	-10&4&-10	-5&-8&-9	1&9	3&-3&0	0&1&-3	-3&-1
CCC(=O)N(C)C[C@@H]1Oc2cc(-c3ccc(F)cc3)ccc2S(=O)(=O)N([C@H](C)CO)C[C@H]1C	-13	/	7	4	0	0	3
COc1cccc(/C=C2\SC(=O)N(CCC(=O)NNC(=O)c3ccccc3Cl)C2=O)c1	/	-5	/	6	/	/	-5

Looked up by compound from the list above, 3 records:
SMILES	DENV2 CPE rescue	PAX8 inh HTS	EWS-Fli block	LGR2 antag	Casp6 inh	SIRT5 inh	ARNT-TACC3 inh
O=C(NCCC(=O)N(CCc1ccccc1)Cc1ccccc1)c1ccc(Br)cc1	6	8	2	2	1	-3	-3
COc1cccc(/C=C2\SC(=O)N(CCC(=O)NNC(=O)c3ccccc3Cl)C2=O)c1	/	-5	/	6	/	/	-5
CCc1nnc(NC(=O)C(CC)c2ccccc2)s1 (stereo unspecified)	/	1	/	13	/	/	-1

Carrying on.
Value order: DENV2 CPE rescue	PAX8 inh HTS	EWS-Fli block	LGR2 antag	Casp6 inh	SIRT5 inh	ARNT-TACC3 inh
> Cc1cc(C(=O)Nc2cccc3c2O[C@H](CN(C)S(=O)(=O)c2ccc(Cl)cc2)[C@H](C)CN([C@@H](C)CO)C3=O)n(C)n1
 : 4	-18	-2	-9	2	-6	5
> O=C(CCN1CCN(c2ccc([N+](=O)[O-])cc2)CC1)c1ccc(Cl)cc1
 : -2	3	9	-18	1	1	-1
> C[C@@H]1CN([C@H](C)CO)C(=O)c2cccc(NC(=O)C3CC3)c2O[C@H]1CN(C)Cc1ccc(C(=O)Nc2ccccc2N)cc1
 : -2	/	23	7	/	-4	-5
> C[C@H](CO)N1C[C@H](C)[C@H](CN(C)Cc2ccc(-c3ccccc3)cc2)Oc2ccc(NS(=O)(=O)c3ccc(Cl)cc3)cc2C1=O
 : -6	/	3	3	1	9	-3
> CC(=O)N1CCCCN2[C@H](CO)[C@H](c3ccc(C#Cc4ccccc4F)cc3)[C@@H]2C1
 : 12	-21	-31	-6	2	0	-4
> Cn1c(CSCc2ccccc2Cl)n[nH]c1=S
 : -1	-4	6	-16	-1	1	/
> CCC(C)NC(=O)CN(C1CCCCC1)S(=O)(=O)c1ccc(F)cc1 (stereo unspecified)
 : 4	/	2	2	-1	0	-9
> Cc1ccc(NCc2n[nH]c(=S)n2-c2ccccc2)cc1Cl
 : 12	-10	12	/	-6	2	-3
> CSc1c2c(nc3ncnn13)CCC2
 : /	12	/	17	/	/	-7
> CCOC(=O)C(NC(C)=O)C(=O)Nc1c(C)cccc1C (stereo unspecified)
 : -2	12	11	-7	1	1	-12
> CC(C)NC(=O)N[C@H]1C=C[C@H](CC(=O)O)O[C@@H]1CO
 : 8	-10	-4	-8	0	9	-1
> C[C@H]1CN([C@@H](C)CO)C(=O)Cc2cc(NC(=O)CCCN(C)C)ccc2O[C@@H]1CN(C)S(=O)(=O)c1ccccc1
 : -7	-7	-6	-8	-3	-2	-4
> COc1cccc(S(=O)(=O)Nc2ccc3c(c2)OCCO3)c1
 : -2	-14	-15	0	2	11	-6
> COc1ccc(NS(=O)(=O)c2cccc(C(=O)OCC(=O)N3CCN(c4ccc(OC)cc4)CC3)c2)cc1
 : 11	/	19	4	2	-1	1
> Cc1cc(C)c2c(N)c(C(=O)N/N=C/c3cccs3)sc2n1
 : 4	-125	-107	/	-6	-4	/
> COc1ccc2c3c(n(C)c2c1)[C@@H](CO)N(C(=O)c1cnccn1)CC31CN(C(C)=O)C1
 : 5	/	16	12	/	/	/
> CCN(CC(=O)Nc1ccc(OC)cc1)C(=O)c1ccc2ccccc2c1
 : ?	/	-2	13	2	-3	11
> O=C(Nc1ccc2cn[nH]c2c1)c1c(Cl)cccc1Cl
 : /	14	-10	8	/	/	0
> CCN1CCN(c2ccc(S(=O)(=O)N3CCOCC3)cc2NC(=O)C2CCC(C(C)(C)C)CC2)CC1 (stereo unspecified)
 : 2	15	22	2	0	-1	/
> COCCNC(=O)C(c1ccc(O)cc1)N(Cc1ccco1)C(=O)CCC(=O)Nc1ccccn1 (stereo unspecified)
 : 14	7	-6	4	1	-3	1
> CCc1ccc(NC(=O)CSCCN2C(=O)c3ccccc3C2=O)cc1
 : /	-7	8	/	-3	-6	10

Assay outcomes deposited in PubChem BioAssay by Broad Institute.
